# High-throughput results: PubChem, National Center for Advancing Translational Sciences (NCATS)
# 12-hLO inh = 12-hLO (ALOX12) enzyme inhibition. purified 12-hLO, xylenol orange hydroperoxide absorbance. Potency, µM (doses to about 57.1 µM), without a hit: top-dose activity change, negative = inhibition, actives largely listed as inhibitors. 150,000 compounds, 0.12% hits; further: potency means the concentration at half of the fitted maximal effect; nearly all actives have a fitted effect of over 55% in size; many of its hits are not listed in these tables
#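 Hydroperoxide formation by human 12-lipoxygenase from 40 uM arachidonic acid was followed colorimetrically via ferric-xylenol orange complex, using the 573/405 nm absorbance ratio. Enzyme concentration was 150 nM, with 30 min reaction at room temperature.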
# 15-hLO-2 inh = 15-hLO-2 (ALOX15B) enzyme inhibition; 110,000 compounds, 0.56% hits; AID 881; purified 15hLO-2, xylenol orange hydroperoxide absorbance; Potency, µM (titrated, usually from 57.1 µM), without a hit: at the top dose activity change, negative = inhibition, usual class: inhibitors; O15296; further: potency means the concentration at half of the fitted maximal effect; nearly all actives have a fitted effect of over 60% in size; many of its hits are not listed in these tables
# Target sequence (O15296 whole entry, looked up): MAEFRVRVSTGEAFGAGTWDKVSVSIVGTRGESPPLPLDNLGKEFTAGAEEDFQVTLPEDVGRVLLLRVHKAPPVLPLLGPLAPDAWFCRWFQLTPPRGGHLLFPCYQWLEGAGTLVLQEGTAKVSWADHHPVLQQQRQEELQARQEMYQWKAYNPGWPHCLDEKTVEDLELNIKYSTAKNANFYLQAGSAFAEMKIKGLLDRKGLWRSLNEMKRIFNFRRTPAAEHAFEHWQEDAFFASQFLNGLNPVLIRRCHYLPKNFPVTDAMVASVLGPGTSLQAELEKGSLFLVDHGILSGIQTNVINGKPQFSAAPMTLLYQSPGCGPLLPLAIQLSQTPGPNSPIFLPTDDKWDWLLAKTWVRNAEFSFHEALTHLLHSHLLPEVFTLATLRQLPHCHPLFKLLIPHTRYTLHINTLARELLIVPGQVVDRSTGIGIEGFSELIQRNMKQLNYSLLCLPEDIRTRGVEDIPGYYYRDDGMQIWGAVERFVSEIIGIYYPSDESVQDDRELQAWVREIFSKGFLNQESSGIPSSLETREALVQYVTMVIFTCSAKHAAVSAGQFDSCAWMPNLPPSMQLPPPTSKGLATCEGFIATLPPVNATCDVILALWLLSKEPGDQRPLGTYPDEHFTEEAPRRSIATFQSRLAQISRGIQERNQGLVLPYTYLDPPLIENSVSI
#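 Read-out: hydroperoxide product oxidises ferrous iron, measured as xylenol orange complex via the 573-to-405 nm absorbance ratio after 30 min. Reaction: 50 nM enzyme, 15 min compound preincubation, 45 uM arachidonic acid, 90 min RT, Hepes pH 7.5 with Triton X-100.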
# IMPase inh = IMPase inhibition in cells | CHO-M1 cells, IP1 accumulation, HTRF TR-FRET ratio | inhibition (IP1 accumulation), % at 46.1 µM | 120,000 tested, under 10 active | AID 901; active means well fitted curve in the direction sought with a large enough effect in the signal ratio, not every such curve was filed as active; inconclusive means small, poorly fitted or top-dose-only effect, or a change in a side signal; inactive means no such curve, though single readings can be large or run the other way; the % refers to the signal ratio;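 further: cells stimulated with carbachol in lithium chloride buffer; plate controls were DMSO basal wells for no effect and reference inhibitor wells for full effect; higher means more IMPase inhibition seen as more IP1 and lower FRET ratio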
# Target sequence (P97697 whole entry, looked up): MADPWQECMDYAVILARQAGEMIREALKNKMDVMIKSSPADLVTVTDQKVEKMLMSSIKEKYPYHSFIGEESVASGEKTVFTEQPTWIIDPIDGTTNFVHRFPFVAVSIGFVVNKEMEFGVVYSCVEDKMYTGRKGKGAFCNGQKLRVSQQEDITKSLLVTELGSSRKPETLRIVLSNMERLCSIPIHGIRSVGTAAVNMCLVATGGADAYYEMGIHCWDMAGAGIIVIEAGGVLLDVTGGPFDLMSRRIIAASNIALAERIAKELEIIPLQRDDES
#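 CHO-M1, 2000 cells/well, cultured 16–30 h; cpd up to 46 uM; carbachol (50 uM solution, stimulation buffer w/ 50 mM LiCl, pH 7.4), 30 min 37C; IP-One TR-FRET, 10 min RT; Ex 320/Em 665, 620; Hill-fit AC50.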
# PNC assembly inh = perinucleolar compartment assembly inhibition. PC3M PTB-GFP, PNC prevalence imaging, 16 h; hits give low values. activity change (PNC), negative = inhibition, % at 10 µM. 140,000 compounds, 3.1% hits;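 active means readout at or below -70, meaning at least 70% loss of cells showing the perinucleolar compartment, a nuclear body marking cancer cells; inconclusive means readout between -30 and a set limit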;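 further: plate controls were DMSO wells for no effect and camptothecin positive control wells for full effect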
#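 Compounds are pinned in duplicate onto adhered PC3M cells stably expressing GFP-tagged PTB and incubated 16 h at 37 C. Cells are then fixed, nuclei stained with Hoechst, and PNC-positive cells counted.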
# * hit, by the source's call; u = inconclusive; x = not tested or not shown; & = joins results of further samples; [ ] = another dose, or the depositor's remark. Unless noted, the call rests on the fitted dose curve; in most records, active means well fitted curve in the direction sought with a large enough effect; inconclusive means small, poorly fitted or top-dose-only effect, or another doubt; inactive means no such curve, though single readings can be large; an effect the other way counts as inactive or inconclusive. Unless noted, on the % scale 0 is the no-effect control and ±100 the full control effect. Not all compounds are listed; rates above refer to the full screens.
SMILES,12-hLO inh,15-hLO-2 inh,IMPase inh,PNC assembly inh
CCCCn1c(=O)c(C=Nc2cccnc2Cl)c(O)n(CCCCl)c1=O,-7%,x,x,-17
O=P1(NCCCl)OCCCN1CCCl (stereo not drawn),0%[25.6 µM],8%[25.6 µM],-2[20.6 µM],x
c1ccc2c(N3CCNCC3)cccc2c1,-3%,19%,-2,x
Cc1oc(-c2ccc(Cl)cc2)nc1CS(=O)CC(=O)N1CCC2(CC1)OCCO2 (stereo not drawn),2%,x,-3,68
CCN1C[C@]2(C)CC[C@@H](O)[C@]34[C@@H]5CC6[C@@H](OC)C[C@@](O)([C@H]5[C@@H]6O)[C@@H](C[C@@H]23)[C@H]14,-3%,4%,u,x
Cc1ccc(C(=O)C2C(=O)c3ccccc3C2=O)cc1,12%,4%,5,-21
Nc1c(C(=O)OC2CCCCC2)c2nc3ccccc3nc2n1CC1CCCO1 (stereo not drawn),-12%,0%,6,-6
O=C(C1CC(c2ccc(Cl)c(Cl)c2)=NO1)N1CCC2(CC1)OCCO2 (stereo not drawn),-1%,1%,-5,-7
COc1ccc(NC(=O)c2c(C)nn(Cc3ccccc3Cl)c2Cl)cc1Cl,3%,x,6,u
Clc1ccc(CO[C@@H](Cn2ccnc2)c2ccc(Cl)cc2Cl)cc1,-1%[25.6 µM],41%[activator][25.6 µM],-1[20.6 µM],x
O=C(c1cccn2c(=O)c3cc(Cl)ccc3nc12)N1CCC2(CC1)OCCO2,-11%,-20%,-10,11
COC(=O)/C=C\C(=O)N[C@@H]1CC[C@@]2(O)[C@H]3Cc4ccc(O)c5c4[C@@]2(CCN3CC2CC2)[C@@H]1O5,-1%,12%,-1,x
CCC(=O)OC1(c2cccc(C)c2)CC(C)N(C)CC1C (stereo not drawn),5%,7%,16,u
O=C(Oc1ccccc1)N1CCC2(CC1)CN(Cc1ccncc1)C2,-2%,42%[activator],x,x
COc1cc(/C=C/C(=O)c2c(O)n(CCc3ccccc3)c(=O)[nH]c2=O)ccc1O,4%,x,2,12

# Arranged by number of heavy atoms (largest number first): some entries from above.
SMILES,12-hLO inh,15-hLO-2 inh,IMPase inh,PNC assembly inh
COc1cc(/C=C/C(=O)c2c(O)n(CCc3ccccc3)c(=O)[nH]c2=O)ccc1O,4%,x,2,12
O=C(c1cccn2c(=O)c3cc(Cl)ccc3nc12)N1CCC2(CC1)OCCO2,-11%,-20%,-10,11
Cc1ccc(C(=O)C2C(=O)c3ccccc3C2=O)cc1,12%,4%,5,-21

# Later entries
SMILES,12-hLO inh,15-hLO-2 inh,IMPase inh,PNC assembly inh
Cc1ccc2c(c1)N(N=O)CCC2,-1%,x,x,-19
COc1ccc(C2NCc3ccccc3-n3cccc32)cc1 (stereo not drawn),-3%,20%,6,-22
Oc1ccc2c3c1O[C@H]1c4c(c5ccccc5n4Cc4ccccc4)C[C@]4(O)[C@H](C2)N(CC2CC2)CC[C@@]314,-9%,51%[activator],1,x
CCn1c(O)c(C=Nc2ccc(N3CCOCC3)cc2)c(=O)n(CC)c1=S,4%,11%,6,-9
CC(C(N)=O)N1CC(c2ccccc2)CC1=O (stereo not drawn),3%,3%,5,2
O=c1c2ccccc2nc(CSc2ncnc3nc[nH]c23)n1-c1ccccc1,-7%,6%,u,15
S=C=Nc1cccc(C2(N3CCCCC3)CCCCC2)c1,-13%,17%,12,x
CNCCCc1ccccc1,2%,2%,2,-11
COC(=O)c1c(C)[nH]c(C(=O)C(Cc2ccccc2)N(C)C)c1C (stereo not drawn),-1%,8%,10,22
O=C(Cc1ccccc1)OCCN1CCOCC1,1%,x,x,u
O=C1NC(=O)N(Cc2ccccc2)C(=O)/C1=C/N1CCCc2ccccc21,-6%,x,-2,48
CCc1nc2ccccc2c(=O)n1-c1ccc2ccccc2c1,-2%,-1%,0,-12
COc1ccc(N/N=C/c2c(O)n(-c3ccc(C)c(C)c3)c(=O)[nH]c2=O)cc1,-8%,x,x,51
CC(=O)O[C@H]1[C@H]2[C@@H](OC(=O)Cc3ccccc3)[C@@H](C)C[C@]2(OC(C)=O)C(=O)/C(C)=C/[C@@H]2[C@H](CC[C@@]13CO3)C2(C)C,2%[0.00818 µM],-6%[0.0915 µM],x,x
Cc1cccc(NC2=NCCCS2)c1C,2%,6%,13,18
CCOC(=O)C1=C(NC(=S)NC(=O)c2ccccc2)c2ccccc2CC12CCCC2,u,x,x,64
O=C(c1cc2ccccn2n1)N1CCC2(CC1)OCCO2,1%,-12%,-8,u
COC(=O)[C@@H]1C[C@@]2(O)[C@@H](O)[C@@H](O)[C@@H](O)C[C@H]2N1Cc1cccnc1,-1%,-1%,x,x
c1ccc(C2CC2)c(OCC2=NCCN2)c1,-4%&-2%,27%&9%,6&9,x
CON(C)C(=O)Nc1ccc(Cl)cc1,-2%,9%,4,-121*
CCCCCCCCc1[se]c2ccccc2c1I,-2%[0.00818 µM],11%[0.0915 µM],x,x
O=C(COc1ccc(Br)cc1)N1CCN(Cc2c[nH]c3ccccc23)CC1,-4%,9%,2,19
CCOP(=O)(OCC)C(O)c1ccc(Br)cc1 (stereo not drawn),-1%,x,5,-23
COc1ccc2c(c1)[nH]c1c(C)nccc12,-1%,32%[activator],-1,x
C[C@H](CCC(=O)O)[C@H]1CC[C@@H]2[C@H]3CC[C@H]4C[C@@H](O)CC[C@@]4(C)[C@H]3CC[C@]21C,4%[25.6 µM],-18%[25.6 µM],-4[20.6 µM],x
CCOP(=O)(OCC)C(NC(=O)CN1C(=O)c2ccccc2S1(=O)=O)C(Cl)(Cl)Cl (stereo not drawn),-3%,x,x,42
C[C@H](O)[C@H]1CC[C@H]2[C@@H]3CCC4=CC(=O)CC[C@]4(C)[C@H]3CC[C@]12C,-6%,x,x,-15
CCOP(=O)(C(NC(=O)c1ccccc1Cl)=C(Cl)Cl)c1ccccc1 (stereo not drawn),7%,2%,2,21
CC(=O)OC1N=C(c2ccccc2)c2cc(C)ccc2NC1=O (stereo not drawn),-5%,6%,2,-16
CC(=NCc1ccc2c(c1)OCO2)c1c(O)n(C)c(=O)n(C)c1=O,2%,-2%,0,u

# In another format: two of the compounds above.
# Each structure is followed by: 12-hLO inh, 15-hLO-2 inh, IMPase inh, PNC assembly inh
> CC(=O)OC1N=C(c2ccccc2)c2cc(C)ccc2NC1=O (stereo not drawn)
→ -5%, 6%, 2, -16
> CCCCCCCCc1[se]c2ccccc2c1I
→ -2%[0.00818 µM], 11%[0.0915 µM], x, x

# Continued:
SMILES,12-hLO inh,15-hLO-2 inh,IMPase inh,PNC assembly inh
CN1CCN(c2nccc3c2ncn3C)CC1,-1%,5%,2,u
N=C1c2ccccc2CN1NC(=O)C1CC1,-1%,x,x,-2
CC(Cl)Cl,-2%,-4%,x,x
S=C=S,-3%,-1%,x,x
C=COC(C)=O,0%,-2%,x,x
O=C(CN1CCCC1=O)N1CCOCC1,2%,5%,-3,u
COc1ccccc1CN1CCCC2(CCN(C(=O)Oc3ccccc3)CC2)C1,-17%,31%[activator],x,x
CN1CCN(c2ccc([N+](=O)[O-])c3[nH]o[n+](=O)c23)CC1,1%[11.4 µM],-4%[11.4 µM],x,x
CCOC(=O)c1c(C)n(Cc2ccc3c(c2)OCO3)c2ccc(O)cc12,-10%,u,7,u
Nc1cc(Cl)cc(Cl)c1,4%,5%,x,x
Cc1cnn(C2CCN(C)CC2)c1N,2%,0%,4,u
CC(C)CC1C(=O)N2CCCC2C2(O)O[C@@](NC(=O)C3C=C4c5cccc6[nH]c(Br)c(c56)CC4N(C)C3)(C(C)C)C(=O)N12 (stereo partly drawn),-10%,7%,x,x
CCC1(CCc2ccncc2)C(=O)NC(=O)NC1=O,2%,-2%,-8,26
O=C(c1ccc(N2CC3CC(C2)c2cccc(=O)n2C3)c([N+](=O)[O-])c1)N1CCCCC1 (stereo not drawn),1%,x,6,-24
COc1ccc(C[C@@H](N)c2ccc(OC)cc2)cc1,1%[11.4 µM],3%[11.4 µM],x,x
C[C@@]12C=CC(=O)C=C1CCC1C2CC[C@]2(C)C(=O)CCC12 (stereo partly drawn),1%,-3%,x,x
ClCCCCl,-2%,-3%,x,x
COC(=O)[C@H]1C[C@@H]1[C@H](NP(=O)(c1ccccc1)c1ccccc1)c1ccccc1,4%&-2%,3%,x,37
Nc1c([N+](=O)[O-])cc(F)c(N2CCNCC2)c1Br,-2%,x,x,u
O=c1[nH]c(O)c(/C=C2\C=NN=C2c2ccccc2)c(=O)[nH]1,-9%,10%,-2,u
ClC1=C(Cl)C2(Cl)C3C4CC(C5OC45)C3C1(Cl)C2(Cl)Cl (stereo not drawn),2%,-10%,x,x
Cc1cc(Br)ccc1N1C(=O)CC(=O)NC1=O,u,-10%,-3,-13
CN1CC[C@@H]2CN3CCc4cccc(c43)[C@H]2C1,-1%,9%,3,x
Nc1ccc2c(c1)oc1ccccc12,1%,0%,-4,29
CC(=O)Nc1ccccc1C(=O)OCc1ccc(C(=O)c2ccccc2)cc1,0%,-7%,8,10
CC(=O)c1c(O)c(C)c(O)c(Cc2c(O)c3c(c(C(=O)/C=C\c4ccccc4)c2O)OC(C)(C)C=C3)c1O,u,-37%,11,x
c1ccc2cc3c(cc2c1)-c1cccc2cccc-3c12,-3%,4%,x,x
COc1ccc(-n2c(O)c(C(C)=NCc3ccco3)c(=O)[nH]c2=O)cc1,-6%,-3%,4,28
CCOC(=O)C(O)(c1ccc(N)c(OC)c1)C(F)(F)F (stereo not drawn),-3%,-6%,2,u
O=C(c1cc(-c2cccnc2)nc2ccccc12)N1CCC2(CC1)OCCO2,-1%,5%,4,21
Cc1ccccc1-n1c(C)nc2sccc2c1=O,1%,4%,3,18
O=[N+]([O-])/C=C1\NCCN1Cc1ccc(Cl)nc1,3%,x,x,u
O=C(c1cc(-c2ccncc2)nc2ccccc12)N1CCC2(CC1)OCCO2,-3%,4%,3,u
CCc1ccc(CCN2CCCCC2)nc1,-5%[11.4 µM],-2%[11.4 µM],x,x
C[C@@H](Cc1ccccc1)NCCC(c1ccccc1)c1ccccc1,-14%[25.6 µM],7%[25.6 µM],5[20.6 µM],x
CC(C)(C)P(=O)(c1ccncc1)N1CCCC1 (stereo not drawn),-1%,-6%,-11,31
CC(=O)OC1CC2C(C)(C)C(O)C=C[C@@]2(C)C2CC[C@]3(C)C(=CC(=O)OC3c3ccoc3)[C@]12C (stereo partly drawn),-1%,-10%,x,x
CC(C)Br,-3%,-2%,x,x
Oc1ccc(Cl)c(Cl)c1,-5%,3%,x,x
O=[N+]([O-])c1ccccc1CNCCc1ccc(F)cc1,-10%,4%,0,-5
C=CCN=C=S,2%,-5%,x,x
O=C(CN1CC(c2ccccc2)CC1=O)NCc1ccc(F)cc1 (stereo not drawn),0%,x,x,30
CCCCCCC[n+]1ccc(-c2cc[n+](CCCCCCC)cc2)cc1,-1%&-4%,42%[activator],8,u
CCCOC(=O)[C@@H]1[C@@H](C(=O)O)[C@H]2CC[C@@H]1O2,0%[11.4 µM],-5%[11.4 µM],x,x
Cc1cc(Oc2ccc(C(F)(F)F)cc2[N+](=O)[O-])c2c3c(c(=O)oc2c1)CCCC3,-5%,x,-8,-11
CC(=O)N1N=C2C3CCN(CC3)C2C1c1ccc(C)cc1 (stereo not drawn),-1%,x,x,25
COc1ccccc1NC1=NCCS1,1%,0%,1,31
Cc1cc(NC(=O)CCC(=O)N2CCC3(CC2)OCCO3)no1,0%,-4%,-5,-84*
CC/C(=N\N1CCN(C)CC1)c1c(O)[nH]c(=O)[nH]c1=O,0%,x,-8,-11
O=C(CN1CCOCC1)c1ccc2cc[nH]c2c1,-4%,x,u,29
CCCCC/C=C\C/C=C\C/C=C\C/C=C\CCCC(=O)NCCCl,u,23%[0.0915 µM],x,x
CCSc1nnc([C@@H](N)Cc2c[nH]c3ccccc23)o1,-2%,7%,3,-9
CN1CCc2nc(SCC(=O)OC(C)(C)C)c(C#N)cc2C1,-5%,-3%,-3,u
ClC=CCl,0%,-13%,x,x
O/N=C1\CCC2CN(C3CCCCC3)CC2C1 (stereo not drawn),1%,6%,8,-26
